# hcDAF12 agonist – activators of H. contortus DAF-12 nuclear receptor; HEK293 hcDAF-12 lit1-tk-luc reporter, luminescence; 0% DMSO, 100% Δ7-dafachronic acid; activation, % at 6.8 µM; 370,000 tested, 1.4% active; AID 652067;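 active = activation above the mean of all tested compounds plus 3 SD, cut at about 5.5% in these data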;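 also: 100% = response to 3 µM Δ7-dafachronic acid high control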
# DAX1 inh-1 – NR0B1 (DAX1) inhibition | inhibition, % at 6.75 µM | AID 504766 | P51843 | 340,000 tested, 0.99% active | HEK293 Gal4-DAX1 luciferase reporter, luminescence;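 active = inhibition above the mean over all tested compounds plus 3 SD, cut at about 4.2% in these data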;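 also: 0% = DAX1-transfected cells with DMSO and 100% = empty-vector control cells with DMSO; inhibition shows as a rise in luminescence from relieved DAX1 repression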
# Target sequence (P51843 207-470 limits assumed): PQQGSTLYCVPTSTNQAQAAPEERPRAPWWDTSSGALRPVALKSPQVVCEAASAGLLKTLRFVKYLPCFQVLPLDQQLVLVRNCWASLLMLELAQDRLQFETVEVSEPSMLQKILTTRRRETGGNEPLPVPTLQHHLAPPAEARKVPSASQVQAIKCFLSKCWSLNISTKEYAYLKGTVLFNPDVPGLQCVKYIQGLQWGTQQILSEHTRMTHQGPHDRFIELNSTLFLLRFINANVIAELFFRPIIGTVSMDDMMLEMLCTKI
# hgDAF-12 ag – hgDAF-12 agonism, primary luciferase screen | HEK293 GAL4-hgDAF12 UAS-luciferase reporter, agonist luminescence; normalized to butyrate control | activation, % at 6.8 µM | 370,000 tested, 1.8% active;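 active = activation above a cutoff set at the mean of all screened compounds plus 3 SD, cut at about 10% in these data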;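 also: 0% = DMSO wells and 100% = sodium butyrate wells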
# GAA850 FXN act – activators of GAA850 frataxin (FXN) promoter. HEK293 lucGAA850 FXN promoter luciferase reporter, 24 h; percent of 10 µM SAHA response. activation, % at 6 µM. 360,000 tested, 0.56% active;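 active = activation above the average of all compounds screened plus 3 SD, cutoff fixed separately per campaign, cut at about 7.5% in these data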;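 also: 0% = DMSO wells and 100% = 10 µM SAHA wells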
# SMARCA2 act – increases SMARCA2 function in MMTV reporter cells; MG213 cells, MMTV-luciferase reporter, dexamethasone, overnight; activation, % at 9.1 µM; 370,000 tested, 1% active; AID 652017; in the data active = activation above about 7.8%;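 also: 0% = vehicle wells and 100% = reference activator wells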
# NPR2 activator – GC-B (human) receptor activation; activation, % at 10 µM; 370,000 tested, 0.11% active; P20594; HEK293-GC-B cells, CNP EC30, cGMP TR-FRET; 0% at EC30 CNP, 100% saturating CNP;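 active = activation at 10 µM reaching about 35% in either raw or pattern-adjusted values, limit read from the data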
# KLK7 zymogen act – activates the human kallikrein-7 zymogen | P49862 | purified proKLK7, EDANS-DABCYL substrate fluorescence; 100% is mature enzyme control, 0% vehicle | activation, % at 7 µM | 370,000 tested, 0.9% active | AID 652039;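 active = activation above the mean of all tested compounds plus 3 SD, computed per campaign excluding outliers beyond control limits, cut at about 13% in these data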
# Target sequence (P49862 whole entry, looked up): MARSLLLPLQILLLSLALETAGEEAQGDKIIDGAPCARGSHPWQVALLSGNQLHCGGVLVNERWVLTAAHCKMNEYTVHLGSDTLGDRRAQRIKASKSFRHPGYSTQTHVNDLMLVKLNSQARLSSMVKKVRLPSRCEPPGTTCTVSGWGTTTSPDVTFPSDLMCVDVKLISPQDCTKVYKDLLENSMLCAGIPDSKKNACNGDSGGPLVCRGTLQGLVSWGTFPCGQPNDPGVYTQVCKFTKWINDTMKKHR
# GC-A act – GC-A (human) enzyme activation; P16066; HEK293 GC-A cells, cGMP TR-FRET, EC30 ANP; 0% at EC30 ANP, 100% saturating ANP; activation, % at 10 µM; 370,000 tested, 0.14% active; AID 1671463; in the data active = activation above about 40%
# DAX1 inh-2 – inhibitors of DAX1 repression of SF-1 activated StAR promoter; HEK293T StAR-luciferase reporter, SF-1/DAX-1 repression relief; inhibition, % at 6.8 µM; 370,000 tested, 1.1% active; AID 652010;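 active = inhibition above the mean over all tested compounds plus 3 SD, cut at about 3.6% in these data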;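 also: 0% = DAX-1 cells with DMSO and 100% = cells lacking DAX-1 with DMSO; higher inhibition means more luminescence from relief of DAX-1 repression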
# ssDAF12 agonist – activators of S. stercoralis DAF-12 nuclear receptor; HEK293 ssDAF-12/GRIP1 lit1-tk-luc reporter, luminescence; % of 3 µM dafachronic acid response; activation, % at 6.8 µM; 370,000 tested, 1% active;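 active = activation above the mean over all tested compounds plus 3 SD, cut at about 0.9% in these data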;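 also: 0% = DMSO-only wells and 100% = 3 µM delta7-dafachronic acid wells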
# sPLA2-III inh – Blocks human group III sPLA2 activity. QFRET BODIPY PC-A2 liposome hydrolysis, fluorescence. inhibition, % at 12.2 µM. 370,000 tested, 0.56% active. AID 743126;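 active = inhibition above mean plus 3 SD of compounds lying within the high and low control bounds, cut at about 19% in these data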;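 also: 0% = median of test compound wells and 100% = no enzyme DMSO wells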
# Target sequence (Q9NZ20 whole entry, looked up): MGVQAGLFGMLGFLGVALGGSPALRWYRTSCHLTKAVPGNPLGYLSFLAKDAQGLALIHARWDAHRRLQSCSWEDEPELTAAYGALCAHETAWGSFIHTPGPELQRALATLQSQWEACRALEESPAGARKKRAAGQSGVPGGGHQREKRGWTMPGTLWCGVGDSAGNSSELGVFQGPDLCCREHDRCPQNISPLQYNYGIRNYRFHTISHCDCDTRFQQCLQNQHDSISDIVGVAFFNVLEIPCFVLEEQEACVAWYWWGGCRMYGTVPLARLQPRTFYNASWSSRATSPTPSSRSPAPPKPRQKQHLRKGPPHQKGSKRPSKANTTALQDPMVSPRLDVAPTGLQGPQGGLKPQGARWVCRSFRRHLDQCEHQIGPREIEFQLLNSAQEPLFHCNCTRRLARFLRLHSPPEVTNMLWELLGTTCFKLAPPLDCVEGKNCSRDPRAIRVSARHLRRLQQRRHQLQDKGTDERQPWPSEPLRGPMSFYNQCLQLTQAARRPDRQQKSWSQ
# Active calls of the source: *; . = no result given.
SMILES,hcDAF12 agonist,DAX1 inh-1,hgDAF-12 ag,GAA850 FXN act,SMARCA2 act,NPR2 activator,KLK7 zymogen act,GC-A act,DAX1 inh-2,ssDAF12 agonist,sPLA2-III inh
Cc1ccsc1/C=C1\SC(=S)N(CC2CCCO2)C1=O (stereo not given),1.5,1.3,1.6,3.3,-1,-1,-0.3,-2,-0.3,-1.6,-2
CC(C)CNS(=O)(=O)c1ccc(CCC(=O)Nc2ccc3c(c2)OCCO3)cc1,-1.4,0.0,-0.2,2.3,0,1,0.4,0,-0.6,-1.4,-18
COc1ccc(CNC(=O)C/C(C)=N/NC(=O)COc2ccccc2)cc1,0.3,0.8,1.2,-0.9,4,1,0.5,0,3.1,-1.1,-2
Cc1ccnc(N(C(=O)Nc2ccccc2)C2=NCC(C)(C)S2)c1,0.1,.,5.7,2.2,7,4,0.6,4,0.9,-0.9,-3
CCCn1c(SCC(=O)N2c3ccccc3CC2C)nnc1-c1ccco1 (stereo not given),-1.0,-0.1,2.9,1.1,-2,-12,0.0,-20,-0.5,-0.5,-1
COc1ccc(-c2nnc(NC(=O)c3ccccc3[N+](=O)[O-])s2)c(OC)c1,0.6,1.2,0.2,1.2,1,-1,-0.2,4,0.3,-0.9,-2
COC(C(=O)Nc1ccnn1C1CCN(Cc2ccc(C)o2)CC1)c1ccccc1 (stereo not given),-2.2,0.1,-0.6,3.4,0,0,0.5,0,0.7,-1.6,-3
Cc1nc(SCC(=O)NC(=O)NC(C)(C)C)nc(C)c1C,0.2,0.0,-0.6,-0.9,2,-4,0.0,-4,-0.1,-1.8,2
COC(=O)C1=C(C)N(C)C(=NCc2ccc3c(c2)OCO3)NC1c1cccc(C(F)(F)F)c1 (stereo not given),-1.4,.,-1.6,.,-8,-22,0.7,-10,-0.8,-1.3,8
Cc1cc(C)n2nc(C)c(Br)c2n1,-0.9,-0.6,-0.2,2.6,0,8,-0.5,2,-0.1,-1.3,2
C=CCCCCCCCCC(=O)NN,-1.0,-0.7,-2.7,-1.5,-1,-8,-0.1,3,-0.6,-1.3,3
CCc1nc(C#N)c(N2CCCCC2)o1,2.3,-0.2,-1.9,3.0,-1,-13,-0.5,-3,-0.5,-1.9,2
O=C(C(=O)c1cccnc1)c1cccnc1,-0.9,0.7,-0.6,0.3,-2,1,0.6,-13,-0.2,-1.4,3
O=C(CSc1cn[nH]n1)Nc1ccc(O)c(C(=O)O)c1,-2.9,-0.4,-0.3,0.4,-2,3,-1.7,0,0.3,-1.0,-3
CCSc1nnc2n1C(C)(C)Cc1ccccc1-2,0.4,-0.8,0.9,0.9,-5,0,-0.3,0,0.2,-0.6,0
CC(NS(=O)(=O)c1cccc(S(=O)(=O)c2ccccc2)c1)C(=O)O (stereo not given),0.0,-0.4,1.7,3.8,1,2,0.2,1,0.1,-0.8,-3
Cn1c(=O)c2c(n(C)c1=O)=NC1(CCCCC1)N=2,-1.1,0.2,-0.3,1.6,-3,5,-0.7,2,-0.7,-1.1,3
CC1(C)C=C2[C@H]3CC[C@@H]4[C@@]5(C)CCC(=O)C(C)(C)[C@@H]5CC[C@@]4(C)[C@]3(C)CC[C@@]2(C(=O)O)CC1,-0.8,0.8,2.9,0.5,0,2,-0.1,-4,0.3,-1.3,9
Cc1ccc(N(CC(=O)NCc2ccco2)C(=O)CCC(=O)Nc2nccs2)cc1C,-1.8,-1.1,0.8,-0.7,-1,-4,0.5,-2,-0.1,-0.6,-7
O=C(COc1ccc([N+](=O)[O-])cc1)N1CCc2ccccc2C1,-2.1,0.7,-0.6,1.0,-1,5,0.0,6,-0.2,-1.4,-5
CC(NC(=O)c1cccs1)c1n[nH]c(=S)n1C (stereo not given),-0.8,0.4,2.0,-2.4,-4,-2,-0.5,-4,0.2,-1.1,9
COc1ccc(C2=NS(=O)(=O)N(C)C(C(=O)NC3CCCC3)=C2)cc1OC,-0.7,-0.4,0.4,-3.1,-4,2,-0.5,2,-0.2,-1.4,0
CNC[C@H]1Oc2c(NS(=O)(=O)c3ccc(F)cc3)cccc2C(=O)N([C@H](C)CO)C[C@@H]1C,-1.0,0.4,1.0,0.2,1,1,0.7,2,-0.3,-1.2,3
O=C(O)C1C2CCC1C(O)C2 (stereo not given),0.5,1.0,-0.8,3.0,0,1,0.3,-3,0.1,-1.0,-3
COc1ccc(OC)c(CNS(=O)(=O)c2cc(CN3C(=O)c4cccnc4C3=O)ccc2OC)c1,-1.3,1.2,0.2,-1.4,-3,2,0.4,2,-0.8,-1.8,6

# Overlap with the part before: two entries; new compounds follow.
SMILES,hcDAF12 agonist,DAX1 inh-1,hgDAF-12 ag,GAA850 FXN act,SMARCA2 act,NPR2 activator,KLK7 zymogen act,GC-A act,DAX1 inh-2,ssDAF12 agonist,sPLA2-III inh
O=C(O)C1C2CCC1C(O)C2 (stereo not given),0.5,1.0,-0.8,3.0,0,1,0.3,-3,0.1,-1.0,-3
COc1ccc(OC)c(CNS(=O)(=O)c2cc(CN3C(=O)c4cccnc4C3=O)ccc2OC)c1,-1.3,1.2,0.2,-1.4,-3,2,0.4,2,-0.8,-1.8,6
CCN(CCc1ccccc1)c1ccc2c(c1)C1CC2CCN1Cc1ccccc1 (stereo not given),-1.5,-0.3,-1.9,0.5,0,1,-0.3,-3,1.1,-0.9,5
COc1ccc(-n2c(C)n[nH]c2=O)cc1OC,0.4,0.1,-1.2,-1.4,-1,-2,-0.3,4,0.1,-0.9,-2
CCCN1CCC(=O)N(CCO)CC1,-1.4,-0.4,0.5,-0.8,1,-4,1.2,1,0.6,-1.4,4
CCOC(=O)c1sc(N)nc1-c1ccccc1,-0.1,-1.1,0.7,0.4,1,-2,0.7,9,0.5,-1.3,0
COc1ccc(-c2csc(N(CCCN(C)C)C(=O)c3cc(OC)c(OC)c(OC)c3)n2)cc1,-1.5,-0.8,-0.2,-0.2,0,-18,0.6,-26,-0.3,-1.6,-10
O=C(CCC1CCCC1)Nc1cc(C(F)(F)F)ccc1N1CCOCC1,-0.1,0.5,-0.1,2.8,-3,-2,-0.6,0,0.4,-1.2,6
CCOC(=O)c1c(NC(=O)CSc2nnc(-c3cccc(C)c3)n2CC)sc(C(C)=O)c1C,-3.3,-0.8,-3.6,-0.6,-1,-18,0.0,-22,-1.7,-1.5,-38
O=C(CC1CCCCC1)OCn1nnc2ccccc2c1=O,-1.4,0.6,2.0,0.2,3,-5,-0.1,4,0.2,-1.6,-4
Cc1cc(C)c(NC(=O)CS(=O)CC(=O)Nc2ccc(F)cc2F)c(C)c1 (stereo not given),1.6,0.3,-0.2,0.2,-1,4,-0.7,4,0.4,-1.1,0
CCC(C)NS(=O)(=O)c1cc2c3c(c1)CCN3C(=O)CC2 (stereo not given),-1.3,-0.3,-1.0,-1.4,-3,2,0.3,-2,0.5,-0.3,11
CNC(=O)c1[nH]cnc1C(=O)Nc1ccccn1,-2.6,0.2,-0.5,1.5,1,-3,0.3,0,-0.4,-0.5,3
COc1cc(C(=O)Nc2nnc(CC(C)C)s2)c([N+](=O)[O-])cc1OC,0.8,1.6,3.2,0.1,3,4,-0.5,1,-1.0,-1.8,0
CCCCN1CC(Br)C(=O)NC1=O (stereo not given),0.9,0.2,0.5,-7.5,-4,-1,0.1,-4,-0.8,-1.1,-7
CC1=C(C(=O)OC(C)C)C(c2cccs2)NC(=O)N1 (stereo not given),-2.1,0.5,1.8,1.6,6,-7,-0.3,-2,-0.5,-2.1,1
COc1ccc(C(=O)C2CCCN(C(=O)c3cccs3)C2)cc1F (stereo not given),-2.0,-1.6,-3.0,0.5,-2,-4,0.5,-2,-1.2,-2.2,-4
CCc1ccc(OC)c(S(=O)(=O)NCCOc2ccccc2)c1,-1.6,1.0,1.2,0.3,-1,0,0.7,-6,0.4,-1.7,-16
Nc1nc(-c2ccccc2)c(N=Nc2ccccc2Cl)s1,5.8*,-0.5,4.7,2.8,-4,-13,0.9,-6,-1.1,-0.8,-2
Cc1oc(C(=O)O)cc1COc1cccc2ccccc12,1.3,3.6,0.1,1.1,3,-4,0.2,-1,0.3,-0.7,-7
COC(=O)[C@]12C[C@H](CC(=O)NCCc3ccccc3OC)C(=O)N(CCC3=CCCCC3)C1=C[C@H](C(C)(C)C)O[C@@H]2C,1.5,.,-1.0,.,-4,-10,-0.3,0,-0.7,-0.9,-17
COc1cc(/C=N/NC(=O)CCc2c(C)n[nH]c2C)cc(OC)c1OC,-0.6,0.8,-0.4,-1.3,-3,10,0.1,0,-0.2,-0.6,-1
Cc1ccccc1N1C(=O)C(Cl)=C(N2CCN(c3ccccc3)CC2)C1=O,-2.1,3.4,-0.1,-1.9,-2,3,-0.1,0,-0.6,-1.3,5
O=C(NCc1ccc2c(c1)OCO2)c1cc(-c2cc(Cl)ccc2O)n[nH]1,0.8,0.3,0.3,2.5,-3,5,-0.4,16,0.4,-1.4,-15
C=C(C)COc1ccc(-c2nc(N)nc(C(F)(F)F)c2-c2ccc(OC)cc2)c(O)c1,-0.7,-0.5,-1.5,-0.7,-2,3,0.1,-3,-0.2,-1.1,-9
COc1ccc(C(=O)NCC(c2ccccc2)c2ccccc2)cc1S(=O)(=O)N1CCOCC1,-0.1,-0.6,1.6,0.5,0,2,0.5,1,0.8,-1.3,-3
O=c1cc(-c2ccccc2)nc2c(-c3ccccc3)c(C(F)(F)F)[nH]n12,-1.3,.,3.7,1.2,-4,-9,11,9,-0.4,-1.4,-39
Cc1ccsc1CNC(=O)C1(C)CCN1C(C)C (stereo not given),-0.6,.,-1.0,-0.2,-6,4,0.3,3,-0.2,-1.2,9
CCOc1ccccc1C(=O)Nc1cc(C)ccc1NC(=O)c1ccco1,-1.6,-0.2,0.3,-6.3,-1,9,0.2,1,-0.9,-1.0,-4
CC(C)OC(=O)c1cc(Cl)c(=O)n(Cc2ccc(Cl)cc2Cl)c1,-1.3,0.3,-2.9,-0.1,-3,13,-0.1,4,-0.2,-1.2,-3

# Molecules listed so far with a tert-butyl group:
SMILES,hcDAF12 agonist,DAX1 inh-1,hgDAF-12 ag,GAA850 FXN act,SMARCA2 act,NPR2 activator,KLK7 zymogen act,GC-A act,DAX1 inh-2,ssDAF12 agonist,sPLA2-III inh
Cc1nc(SCC(=O)NC(=O)NC(C)(C)C)nc(C)c1C,0.2,0.0,-0.6,-0.9,2,-4,0.0,-4,-0.1,-1.8,2
COC(=O)[C@]12C[C@H](CC(=O)NCCc3ccccc3OC)C(=O)N(CCC3=CCCCC3)C1=C[C@H](C(C)(C)C)O[C@@H]2C,1.5,.,-1.0,.,-4,-10,-0.3,0,-0.7,-0.9,-17

# Some values from the results shown.
# `CC(NS(=O)(=O)c1cccc(S(=O)(=O)c2ccccc2)c1)C(=O)O` (stereo not given) @ GAA850 FXN act = 3.8
# `COc1cc(/C=N/NC(=O)CCc2c(C)n[nH]c2C)cc(OC)c1OC` @ DAX1 inh-1 = 0.8
# `C=C(C)COc1ccc(-c2nc(N)nc(C(F)(F)F)c2-c2ccc(OC)cc2)c(O)c1` @ KLK7 zymogen act = 0.1
# `CCc1ccc(OC)c(S(=O)(=O)NCCOc2ccccc2)c1` @ GC-A act = -6
